NLRP3 yeast inh: inhibitors of NALP3 inflammasome in yeast; actives 0.39% (n = 330,000); inhibition, % at 10 µM; Yeast reconstituted NLRP3/ASC/caspase-1, beta-gal luminescence, 24 h; AID 2825;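 active = inhibition of 50% or more; inactive = inhibition below 50%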;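 also: plate controls were induced DMSO wells for no effect and uninduced yeast grown without galactose for full effect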
GRIN3A LBD mod: NR3A (human) ligand-binding domain modulation; NR3A LBD differential scanning fluorimetry, Tm shift; 0% = protein alone, 100% = glycine-bound protein; Tm shift relative to glycine control, % at 25 µM; actives 2.5% (n = 340,000);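 active = melting temperature shift of at least 10% of the positive control shift, at one fixed dose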
tim10-1 inh: inhibits growth of tim10-1 mutant yeast | actives 2.2% (n = 330,000) | S. cerevisiae tim10-1 ts strain growth, BacTiter-Glo, 24 h | inhibition, % at 20 µM;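 active = inhibition of at least 40%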;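 also: mutant grown at 25 °C; 0% = DMSO wells with yeast and 100% = wells holding no yeast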
APJ agonist: APJ receptor agonism; P35414; CHO-K1 APJ PathHunter beta-arrestin, luminescence; 0% DMSO wells, 100% apelin; activation, % at 20 µM; actives 0.11% (n = 330,000); AID 2520;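 active = activation more than six SD over the plate average, tested at 20 µM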;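 also: 0% = DMSO alone and 100% = apelin-13 at 10 nM; some results filed as inactive read as strong as hits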
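system = engineered CHO-K1 APJ arrestin reporter cells | input = 1000 cells per well | timing = overnight seeding, 90 min compound at 25 °C, 1 h detection | measured by = enzyme-fragment complementation luminescence | read-out = beta-arrestin recruitment to APJ as agonist activity, luminescent signal | control set = negative DMSO alone, positive Apelin-13 at 10 nM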
XBP1 UPR activ: activators of adaptive arm of unfolded protein response (XBP1). CHO-XBP1 luciferase reporter, IRE1-XBP1 UPR activation, luminescence; percent of tunicamycin response, DMSO as zero. activation, % at 20 µM. actives 0.33% (n = 330,000). AID 463104;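 active = versus positive control, 20 µM dose yields 30% or more activation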;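 also: 100% = tunicamycin at 10 µg/mL and 0% = DMSO only wells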
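Material: CHO cell line with stable XBP1 luciferase reporter; schedule: 16-18 h cell attachment at 37 °C, then 6 h compound exposure; signal: glow luminescence from Steady-Glo reagent; medium: serum-containing F12 medium, 10% FBS; benchmarks: tunicamycin 10 µg/mL and vehicle-only wells; read-out: percent activation relative to tunicamycin reference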
UPR CHOP act: apoptotic UPR (CHOP) activation | CHO-CHOP luciferase reporter, luminescence; percent of tunicamycin response over DMSO baseline | activation, % at 10 µM | actives 0.34% (n = 330,000) | AID 449763;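 active = at 10 µM dose, activation of 40% or more, normalized to positive control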;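 also: 100% = tunicamycin at 10 µg/mL and 0% = DMSO alone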
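Test system: CHO-CHOP cells, stable luciferase reporter of PERK-eIF2a-CHOP signalling | Quantity: 500 CHO-CHOP cells per well | Buffer or medium: F12 plus 10% serum | Compound dosing: 10 µM single point, 0.5% DMSO | Schedule: 6 h compound treatment, 37 °C | Signal: Luciferase luminescence | Control set: Tunicamycin high control, DMSO low control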
tim23-1 inh: tim23-1 yeast growth inhibition. S. cerevisiae tim23-1 growth, BacTiter-Glo luminescence, 24 h. inhibition, % at 20 µM. actives 1.3% (n = 330,000). AID 463212;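 active = growth inhibition of the mutant yeast at or above 50%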;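 also: temperature-sensitive mutant grown at 25 °C; plate controls were DMSO-treated mutant yeast for no effect and medium wells lacking yeast for full effect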
Mdm2-MdmX inh: human Mdm2/MdmX binding inhibition. inhibition, % at 8 µM. actives 3% (n = 330,000). AID 485346. O15151+Q00987. SaOS-2 split-luciferase Mdm2/MdmX complementation, luminescence;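 active = inhibition of at least 50% at 8 µM in the primary screen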
Target sequence (O15151 whole entry, looked up): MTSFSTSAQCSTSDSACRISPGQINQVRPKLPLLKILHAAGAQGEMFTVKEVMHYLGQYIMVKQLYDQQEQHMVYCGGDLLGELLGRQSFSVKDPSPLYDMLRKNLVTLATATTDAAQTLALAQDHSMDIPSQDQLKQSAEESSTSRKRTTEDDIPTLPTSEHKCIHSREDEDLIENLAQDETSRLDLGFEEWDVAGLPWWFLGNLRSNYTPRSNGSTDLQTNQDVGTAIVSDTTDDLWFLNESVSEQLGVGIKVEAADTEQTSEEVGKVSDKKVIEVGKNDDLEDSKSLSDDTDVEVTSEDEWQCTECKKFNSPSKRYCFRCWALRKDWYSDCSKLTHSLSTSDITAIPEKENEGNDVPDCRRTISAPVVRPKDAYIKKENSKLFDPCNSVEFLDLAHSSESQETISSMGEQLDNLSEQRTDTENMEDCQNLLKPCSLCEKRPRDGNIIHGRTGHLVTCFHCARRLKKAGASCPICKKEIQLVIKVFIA
Target sequence (Q00987 whole entry, looked up): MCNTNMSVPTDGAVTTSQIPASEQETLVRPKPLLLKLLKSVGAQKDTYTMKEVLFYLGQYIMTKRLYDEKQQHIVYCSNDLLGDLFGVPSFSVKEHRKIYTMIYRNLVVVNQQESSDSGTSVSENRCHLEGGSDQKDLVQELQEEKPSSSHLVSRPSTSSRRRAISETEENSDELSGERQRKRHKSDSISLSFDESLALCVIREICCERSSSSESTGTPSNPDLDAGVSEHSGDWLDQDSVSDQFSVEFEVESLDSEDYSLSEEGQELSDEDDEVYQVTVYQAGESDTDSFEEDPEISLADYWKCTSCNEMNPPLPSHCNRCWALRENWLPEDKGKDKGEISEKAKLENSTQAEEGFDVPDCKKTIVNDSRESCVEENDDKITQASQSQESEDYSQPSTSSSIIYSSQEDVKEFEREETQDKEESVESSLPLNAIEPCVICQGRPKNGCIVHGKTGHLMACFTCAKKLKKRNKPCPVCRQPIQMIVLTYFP
TIM10 inh: inhibits growth of TIM10 yeast strain; S. cerevisiae TIM10 strain growth, BacTiter-Glo luminescence, 24 h; actives 1.4% (n = 330,000); inhibition, % at 10 µM;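 active = inhibition of 40% or more at the single tested concentration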;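 also: wild-type TIM10 isogenic control strain grown at permissive 25 °C; 0% = DMSO yeast wells and 100% = minimal medium wells without yeast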
An asterisk follows results filed as active.

`CCCn1c(SCC(=O)Nc2ccc(NC(C)=O)cc2)nc2c1c(=O)n(C)c(=O)n2C` gave NLRP3 yeast inh 3, GRIN3A LBD mod -2, tim10-1 inh 5, APJ agonist -4, XBP1 UPR activ -2, UPR CHOP act 0.2, tim23-1 inh 7, Mdm2-MdmX inh 29 and TIM10 inh -11.
CCNC(=O)c1ccc2c(c1)S(=O)(=O)c1ccccc1C2=O was read as NLRP3 yeast inh -7, GRIN3A LBD mod 0, tim10-1 inh 24, APJ agonist 1, XBP1 UPR activ 3, UPR CHOP act 0.2, tim23-1 inh 19, Mdm2-MdmX inh -20 and TIM10 inh -6.
Screening CCOC(=O)CSc1nc2c(c(=O)n1-c1ccc(OC)cc1)SCC2 returned NLRP3 yeast inh -10, GRIN3A LBD mod -2, tim10-1 inh 10, APJ agonist -5, XBP1 UPR activ -2, UPR CHOP act 1.2, tim23-1 inh 16, Mdm2-MdmX inh -12 and TIM10 inh 1.
For Clc1ccc(-n2ncc3c(NCc4ccc5c(c4)OCO5)ncnc32)cc1 the results were NLRP3 yeast inh 22, GRIN3A LBD mod 12*, tim10-1 inh -7, APJ agonist 9, XBP1 UPR activ -4, UPR CHOP act -0.8, tim23-1 inh 13, Mdm2-MdmX inh 8 and TIM10 inh -7.
Screening COCCNC(=O)C1CC2Cn3c(nc4cc5ccccc5cc43)C2N1C (stereo not given) returned NLRP3 yeast inh 10, GRIN3A LBD mod -3, tim10-1 inh 9, APJ agonist -1, XBP1 UPR activ 1, UPR CHOP act -0.9, tim23-1 inh 7, Mdm2-MdmX inh 14 and TIM10 inh -2.
For Cc1onc(-c2ccccc2)c1NC(=O)N(Cc1ccccc1)C(C)C the results were NLRP3 yeast inh -7, GRIN3A LBD mod 1, tim10-1 inh 8, APJ agonist 1, XBP1 UPR activ -2, UPR CHOP act 1.1, tim23-1 inh 13, Mdm2-MdmX inh 1 and TIM10 inh 9.
`OCCC1CN(Cc2nc3c(s2)CCCC3)CCN1Cc1ccsc1` (stereo not given) gave NLRP3 yeast inh 1, GRIN3A LBD mod -1, tim10-1 inh 15, APJ agonist -2, XBP1 UPR activ -3, UPR CHOP act 2.1, tim23-1 inh 7, Mdm2-MdmX inh -10 and TIM10 inh -11.
For CS(=O)(=O)N(CC(=O)Nc1ccccc1C(=O)N1CCCC1)c1cccc([N+](=O)[O-])c1 the results were NLRP3 yeast inh 6, GRIN3A LBD mod -1, tim10-1 inh -3, APJ agonist -3, XBP1 UPR activ -4, UPR CHOP act -0.7, tim23-1 inh 2, Mdm2-MdmX inh 12 and TIM10 inh 4.
C/C(=N\NC(=O)CCc1ccc(S(=O)(=O)N2CCOCC2)cc1)c1ccc(Br)cc1 was read as NLRP3 yeast inh 2, GRIN3A LBD mod 1, tim10-1 inh 1, APJ agonist 2, XBP1 UPR activ 3, UPR CHOP act -2.5, tim23-1 inh -2, Mdm2-MdmX inh 2 and TIM10 inh -6.
`Cc1cc(C)c2nc(C)cc(Nc3ccc(C(=O)N(C)C)cc3)c2c1` gave NLRP3 yeast inh -5, GRIN3A LBD mod 1, tim10-1 inh 8, APJ agonist 0, XBP1 UPR activ -3, UPR CHOP act 0.6, tim23-1 inh 0, Mdm2-MdmX inh 44 and TIM10 inh 12.
COc1ccc(-c2cc(=O)oc3c(C)c(OC(C)C(=O)Nc4ccc(CN5CCOCC5)cc4)ccc23)cc1 (stereo not given) was read as NLRP3 yeast inh 11, GRIN3A LBD mod 0, tim10-1 inh 43*, APJ agonist -4, XBP1 UPR activ 4, UPR CHOP act 4.2, tim23-1 inh 42, Mdm2-MdmX inh 50 and TIM10 inh 10.
COc1cc(NS(=O)(=O)c2ccc(NC(=O)c3ccc(Cl)cc3Cl)cc2)ncn1 was read as NLRP3 yeast inh 14, GRIN3A LBD mod -10, tim10-1 inh 6, APJ agonist 7, XBP1 UPR activ -4, UPR CHOP act 3.9, tim23-1 inh 3, Mdm2-MdmX inh 17 and TIM10 inh 9.
CCc1cccc(NC(=O)CSC2=NS(=O)(=O)c3ccccc32)c1 was read as NLRP3 yeast inh 9, GRIN3A LBD mod -33, tim10-1 inh 33, APJ agonist -1, XBP1 UPR activ -1, UPR CHOP act 3.1, tim23-1 inh 23, Mdm2-MdmX inh 27 and TIM10 inh 9.
Screening Cc1ccc(NC(=O)O/N=C/c2ccc(F)cc2)cc1 returned NLRP3 yeast inh 33, GRIN3A LBD mod 5, tim10-1 inh -6, APJ agonist 2, XBP1 UPR activ 7, UPR CHOP act 5.0, tim23-1 inh 15, Mdm2-MdmX inh -32 and TIM10 inh -15.
COC(=O)C1=C(C)N=C2SC(C)C(=O)N2C1c1cccc(F)c1 (stereo not given) was read as NLRP3 yeast inh 1, GRIN3A LBD mod -3, tim10-1 inh 14, APJ agonist 6, XBP1 UPR activ 0, UPR CHOP act 0.5, tim23-1 inh 20, Mdm2-MdmX inh -15 and TIM10 inh 10.
For C[C@H](CO)N1C[C@H](C)[C@@H](CN(C)C)Oc2c(NS(=O)(=O)c3ccc(F)cc3)cccc2C1=O the results were NLRP3 yeast inh 12, GRIN3A LBD mod -2, tim10-1 inh -13, APJ agonist 0, XBP1 UPR activ -3, UPR CHOP act 1.6, tim23-1 inh 1, Mdm2-MdmX inh -12 and TIM10 inh 4.
CCOC(=O)CSc1nnc(CNC(=O)c2cc(OCC)c(OCC)c(OCC)c2)n1C was read as NLRP3 yeast inh 2, GRIN3A LBD mod 0, tim10-1 inh 13, APJ agonist -5, XBP1 UPR activ 0, UPR CHOP act -1.7, tim23-1 inh 15, Mdm2-MdmX inh 5 and TIM10 inh -9.
For COc1ccc(Nc2nc(-c3ccccc3F)nc3ccccc23)cc1OC the results were NLRP3 yeast inh 20, GRIN3A LBD mod -1, tim10-1 inh 5, APJ agonist -1, XBP1 UPR activ 16, UPR CHOP act 1.2, tim23-1 inh 25, Mdm2-MdmX inh 55* and TIM10 inh -3.
`Cc1ccc(CNCC(O)c2ccccc2)s1` (stereo not given) gave NLRP3 yeast inh 6, GRIN3A LBD mod 0, tim10-1 inh -1, APJ agonist -4, XBP1 UPR activ -4, UPR CHOP act 0.1, tim23-1 inh 1, Mdm2-MdmX inh -13 and TIM10 inh 9.
CCCn1c(C(O)c2cccc(OC)c2)nc2ccccc21 (stereo not given) was read as NLRP3 yeast inh -2, GRIN3A LBD mod -1, tim10-1 inh 16, APJ agonist -4, XBP1 UPR activ -3, UPR CHOP act 1.0, tim23-1 inh 13, Mdm2-MdmX inh -7 and TIM10 inh 9.
For COc1cc(C(=O)NCc2ccc(-c3nc4ccccc4s3)cc2)cc(OC)c1OC the results were NLRP3 yeast inh 10, GRIN3A LBD mod -4, tim10-1 inh 6, APJ agonist -4, XBP1 UPR activ 0, UPR CHOP act 4.9, tim23-1 inh 2, Mdm2-MdmX inh -3 and TIM10 inh 24.
Screening Cc1cccc(-n2c(Cc3cc(=O)[nH]c(=O)[nH]3)nnc2SC(C)C)c1 returned NLRP3 yeast inh 7, GRIN3A LBD mod -2, tim10-1 inh -3, APJ agonist -2, XBP1 UPR activ -4, UPR CHOP act 1.4, tim23-1 inh 9, Mdm2-MdmX inh 6 and TIM10 inh -4.
Screening COc1ccccc1N1CCN(CC(O)COc2c(OC)cccc2OC)CC1 (stereo not given) returned NLRP3 yeast inh -4, GRIN3A LBD mod 0, tim10-1 inh -2, APJ agonist 4, XBP1 UPR activ 2, UPR CHOP act -0.8, tim23-1 inh 11, Mdm2-MdmX inh 9 and TIM10 inh -10.
Screening CCn1c(CCNC(=O)c2ccc(C)cc2)n[nH]c1=S returned NLRP3 yeast inh 19, GRIN3A LBD mod -2, tim10-1 inh 2, APJ agonist -3, XBP1 UPR activ 2, UPR CHOP act -1.4, tim23-1 inh -5, Mdm2-MdmX inh 16 and TIM10 inh 12.
Screening COC(=O)CCC(=O)c1ccn(S(=O)(=O)c2ccccc2)c1 returned NLRP3 yeast inh 1, GRIN3A LBD mod -1, tim10-1 inh 24, APJ agonist -1, XBP1 UPR activ 3, UPR CHOP act -0.4, tim23-1 inh 12, Mdm2-MdmX inh 9 and TIM10 inh -3.
`COc1ccc(C2=CC(c3ccc(F)cc3)n3nnnc3N2)cc1` (stereo not given) gave NLRP3 yeast inh 8, GRIN3A LBD mod -5, tim10-1 inh 17, APJ agonist -5, XBP1 UPR activ 0, UPR CHOP act -1.3, tim23-1 inh 10, Mdm2-MdmX inh 4 and TIM10 inh 0.
Cc1noc(C)c1CSCC(=O)N1CCN(c2ccc([N+](=O)[O-])cc2)CC1 was read as NLRP3 yeast inh 17, GRIN3A LBD mod 0, tim10-1 inh 12, APJ agonist -1, XBP1 UPR activ -3, UPR CHOP act -2.1, tim23-1 inh 7, Mdm2-MdmX inh -8 and TIM10 inh -6.
Cc1ccc(-c2cccc(CN3CCN(C4CCN(C(C)C)CC4)C(CCO)C3)c2)o1 (stereo not given) was read as NLRP3 yeast inh 14, GRIN3A LBD mod -10, tim10-1 inh -8, APJ agonist -2, XBP1 UPR activ -2, UPR CHOP act 0.2, tim23-1 inh 0, Mdm2-MdmX inh 35 and TIM10 inh -5.
Screening Cc1ccc(-c2csc3ncnc(Cl)c23)cc1 returned NLRP3 yeast inh 26, GRIN3A LBD mod -4, tim10-1 inh 5, APJ agonist 7, XBP1 UPR activ -2, UPR CHOP act 2.7, tim23-1 inh 22, Mdm2-MdmX inh 11 and TIM10 inh -12.
For CCC(C)(C(=O)NC1CCCCC1)N(C(=O)Cc1cccs1)c1ccccc1 (stereo not given) the results were NLRP3 yeast inh -5, GRIN3A LBD mod -11, tim10-1 inh 17, APJ agonist -2, XBP1 UPR activ -1, UPR CHOP act 0.9, tim23-1 inh 21, Mdm2-MdmX inh 26 and TIM10 inh 24.
`Cc1ccc(N2C(=O)CS/C2=C(\C(Cl)=C(Cl)Cl)[N+](=O)[O-])cc1` gave NLRP3 yeast inh 25, GRIN3A LBD mod 11*, tim10-1 inh 30, APJ agonist -5, XBP1 UPR activ 0, UPR CHOP act 1.1, tim23-1 inh 40, Mdm2-MdmX inh 4 and TIM10 inh 27.

A draw from above in order of number of heavy atoms, ascending.
For Cc1onc(-c2ccccc2)c1NC(=O)N(Cc1ccccc1)C(C)C the results were NLRP3 yeast inh -7, GRIN3A LBD mod 1, tim10-1 inh 8, APJ agonist 1, XBP1 UPR activ -2, UPR CHOP act 1.1, tim23-1 inh 13, Mdm2-MdmX inh 1 and TIM10 inh 9.
For Clc1ccc(-n2ncc3c(NCc4ccc5c(c4)OCO5)ncnc32)cc1 the results were NLRP3 yeast inh 22, GRIN3A LBD mod 12*, tim10-1 inh -7, APJ agonist 9, XBP1 UPR activ -4, UPR CHOP act -0.8, tim23-1 inh 13, Mdm2-MdmX inh 8 and TIM10 inh -7.
COc1ccc(-c2cc(=O)oc3c(C)c(OC(C)C(=O)Nc4ccc(CN5CCOCC5)cc4)ccc23)cc1 (stereo not given) was read as NLRP3 yeast inh 11, GRIN3A LBD mod 0, tim10-1 inh 43*, APJ agonist -4, XBP1 UPR activ 4, UPR CHOP act 4.2, tim23-1 inh 42, Mdm2-MdmX inh 50 and TIM10 inh 10.

From PubChem
